RGS4-Gao reg: modulators of RGS4 binding to Galphao, primary screen, biochemical, multiplexed bead flow cytometry; Guanine nucleotide-binding protein G(o) subunit alpha (Homo sapiens), P09471; actives lie on both sides; binding response (% of control), % at 10 µM; 0.33% of 220,000 active; in the data active means binding response below about 49% or above about 150%; inactive means in between;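 further: fluorescent Galphao activated with aluminum fluoride binding bead-coupled RGS4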
RGS7-Gao: RGS7-Galphao binding modulators, primary screen, biochemical, multiplexed bead flow cytometry; binding response (% of control), % at 10 µM; 0.35% of 220,000 active; actives lie on both sides; Guanine nucleotide-binding protein G(o) subunit alpha (Homo sapiens), P09471; AID 1439, 2008; in the data active means binding response below about 49% or above about 150%; inconclusive means no clear call, values can overlap the other calls; inactive means in between;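 further: fluorescent Galphao held in activated GDP-AlF4 state binding bead-coupled RGS7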
Bim-Bcl-B: inhibitors of Bim-Bcl-B binding, primary screen, biochemical, multiplexed, human Bcl-2 family | Bcl-2-like protein 10 (Homo sapiens), Q9HD36 | bead-based flow cytometry, Bim peptide-Bcl-B binding | inhibition, % at 10 µM | 0.073% of 190,000 active | AID 951, 2007;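 further: 0% = tracer peptide without compound and 100% = reference inhibitor peptide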
Target sequence (Q9HD36 whole entry, looked up): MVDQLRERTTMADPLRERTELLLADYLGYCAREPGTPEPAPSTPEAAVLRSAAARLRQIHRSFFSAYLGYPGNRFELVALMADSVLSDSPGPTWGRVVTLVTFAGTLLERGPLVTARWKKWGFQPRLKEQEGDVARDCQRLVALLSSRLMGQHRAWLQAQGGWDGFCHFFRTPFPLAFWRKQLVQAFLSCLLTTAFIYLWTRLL
Bim-Bcl-W: inhibitors of Bim binding to Bcl-W, primary screen, biochemical, multiplexed, bead-based flow cytometry; 0.02% of 190,000 active; Bim peptide-Bcl-W binding; Bcl-2-like protein 2 (Homo sapiens), Q92843; AID 952, 2007; inhibition, % at 10 µM;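 further: 0% = bound tracer without compound and 100% = peptide blocker; higher means less fluorescent Bim peptide bound to Bcl-W beads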
Target sequence (Q92843 whole entry, looked up): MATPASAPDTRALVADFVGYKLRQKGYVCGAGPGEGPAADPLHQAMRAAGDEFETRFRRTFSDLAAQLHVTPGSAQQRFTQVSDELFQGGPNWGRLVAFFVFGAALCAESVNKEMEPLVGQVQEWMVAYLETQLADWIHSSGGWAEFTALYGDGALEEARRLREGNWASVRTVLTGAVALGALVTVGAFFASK
ABCB1 inh: ABCB1 efflux pump inhibitors, primary screen, cell-based, multiplex, flow cytometry, ABCG2 counter-screen; 0.067% of 190,000 active; inhibition, % at 6.6 µM; CCRF-Adr cells, JC-1 efflux; in the data active means inhibition above about 40%;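 further: 0% = vehicle and 100% = reference inhibitor; higher value means more JC-1 retained so stronger ABCB1 efflux block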
RGS8-Gao: RGS8-Galphao binding modulators, primary screen, biochemical, multiplexed bead flow cytometry; 0.34% of 220,000 active; actives lie on both sides; response (percent of control binding), % at 10 µM; AID 1423, 2008; Guanine nucleotide-binding protein G(o) subunit alpha (Homo sapiens), P09471; in the data active means response below about 60% or above about 140%; inactive means in between;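 further: Galphao activated as the GDP aluminium fluoride complex binding bead-coupled RGS8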
ABCG2 block: ABCG2 efflux pump inhibitors, primary screen, multiplex with ABCB1, IgMXP3 cells, flow cytometry; Broad substrate specificity ATP-binding cassette transporter ABCG2 (Homo sapiens), Q9UNQ0; JC-1 efflux; inhibition, % at 6.6 µM; 0.1% of 190,000 active;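 active means inhibition above 80%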;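 further: 0% = DMSO and 100% = nicardipine control wells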
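Incubation: cells with compound and JC-1, 10 min at 25 °C, rotating, no wash / Test system: IgMXP3 (ABCG2) plus far-red-tagged CCRF-Adr (ABCB1) cells / Compound dosing: one concentration, 6.6 µM final / Also added: JC-1 fluorescent substrate / Evaluation: efflux inhibition in percent versus controls / Detection: flow cytometry, 530 nm JC-1 signal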
Bcl-XL Bim block: inhibitors of Bim-Bcl-XL binding, primary screen, biochemical, multiplexed, bead flow cytometry, human Bcl-XL | inhibition, % at 10 µM | Bim peptide-Bcl-XL binding, fluorescence | AID 1007, 2008 | 0.04% of 190,000 active
Target sequence (Q07817 whole entry, looked up): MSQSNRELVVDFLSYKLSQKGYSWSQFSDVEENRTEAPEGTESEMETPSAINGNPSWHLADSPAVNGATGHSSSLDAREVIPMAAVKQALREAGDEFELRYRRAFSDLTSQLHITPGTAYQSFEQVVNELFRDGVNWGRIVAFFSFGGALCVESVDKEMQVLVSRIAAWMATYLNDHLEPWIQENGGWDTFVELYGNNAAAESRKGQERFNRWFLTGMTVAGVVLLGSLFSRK
Bim-Bfl-1: inhibitors of Bim binding to Bfl-1, primary screen, biochemical, multiplexed, bead-based flow cytometry; Bcl-2-related protein A1 (Homo sapiens), Q16548; AID 1008, 2008; 0.12% of 190,000 active; Bim-Bfl-1 binding inhibition; inhibition, % at 10 µM;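 further: 0% = wells without compound plus tracer and 100% = blocker peptide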
Bim-Mcl-1: inhibitors of Bim peptide binding to Mcl-1, primary screen, biochemical, bead-based flow cytometry, multiplex; Bim peptide-Mcl-1 binding; inhibition, % at 10 µM; 0.1% of 190,000 active;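 further: 0% = no compound tracer wells and 100% = peptide blocker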
Bim-Bcl-2: inhibitors of Bim-Bcl-2 binding, primary screen, biochemical, multiplexed, human Bcl-2 family. Bead-based flow cytometry, Bim peptide-Bcl-2 binding. inhibition, % at 10 µM. 0.06% of 190,000 active. AID 950, 2007; in the data active means inhibition above about 40%; inconclusive means no clear call, values can overlap the other calls;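 further: 0% = no compound wells with probe peptide and 100% = reference peptide inhibitor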
Target sequence (P10415 whole entry, looked up): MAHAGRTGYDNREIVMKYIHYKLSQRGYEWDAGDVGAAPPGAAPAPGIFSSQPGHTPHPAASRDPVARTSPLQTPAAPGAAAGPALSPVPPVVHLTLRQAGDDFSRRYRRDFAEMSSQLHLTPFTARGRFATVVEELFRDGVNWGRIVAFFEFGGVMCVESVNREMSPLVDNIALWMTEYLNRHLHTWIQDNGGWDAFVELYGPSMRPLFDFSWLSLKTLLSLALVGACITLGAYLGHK
* hit, by the source's call; ? = inconclusive. Unless noted, no stated cut-off is given here; in the data, active means inhibition above about 40%. Rows were taken by chance, and some 0.94% of all compounds hit somewhere here.

Start of the listing, in advance, 2 compounds:
The line under a structure holds: RGS4-Gao reg	RGS7-Gao	Bim-Bcl-B	Bim-Bcl-W	ABCB1 inh	RGS8-Gao	ABCG2 block	Bcl-XL Bim block	Bim-Bfl-1	Bim-Mcl-1	Bim-Bcl-2
COc1ccc(/C=C/C(=O)OCC(=O)Nc2ccc(S(N)(=O)=O)cc2)cc1OC
 : 100	99	-2	0	0.1	100	0	0	-4	-2	-4
Cn1c(O)c(N=NC(=O)c2cc(-c3cccs3)nc3ccccc23)c2ccccc21
 : 93	99	-7	-7	1.3	97	3	-7	-18	-2	-18

Main list, repeating the preview:
The line under a structure holds: RGS4-Gao reg	RGS7-Gao	Bim-Bcl-B	Bim-Bcl-W	ABCB1 inh	RGS8-Gao	ABCG2 block	Bcl-XL Bim block	Bim-Bfl-1	Bim-Mcl-1	Bim-Bcl-2
COc1ccc(/C=C/C(=O)OCC(=O)Nc2ccc(S(N)(=O)=O)cc2)cc1OC
 : 100	99	-2	0	0.1	100	0	0	-4	-2	-4
Cn1c(O)c(N=NC(=O)c2cc(-c3cccs3)nc3ccccc23)c2ccccc21
 : 93	99	-7	-7	1.3	97	3	-7	-18	-2	-18
C=CCN(c1ccc(C(=O)N2CCN(c3ccc(F)cc3)CC2)cc1)S(C)(=O)=O
 : 103	133	-7	1	0.7	102	3	-8	-13	0	-11
CCCS(=O)(=O)N1CCCC(C(=O)NCCCN(C)c2ccccc2)C1 (stereo not drawn)
 : 93	91	2	1	0.1	97	1	0	-1	3	0
CCN1CCC(NC(=O)c2cc(OC)c(OC)cc2OC)CC1
 : 98	99	-9	1	0.3	100	11	-5	-13	2	-13
Cc1ccc(NC2OC(CO)C(O)C2O)cc1[N+](=O)[O-] (stereo not drawn)
 : 90	90	-7	-2	1.7	79	21	-3	0	-7	-5
O=C(N/N=C/c1ccc(OC(F)F)cc1OC(F)F)c1ccc(Br)cc1
 : 91	98	11	5	-0.7	109	1	2	9	4	5
Cc1cc(C)c(S(=O)(=O)Nc2nnc(C)s2)c(C)c1
 : 105	104	-3	1	-0.1	104	0	0	-1	-2	-3
COc1cc(C(=O)NCCOc2cc(C)cc(C)c2)c(Br)c(OC)c1OC
 : 102	97	-9	0	1.3	102	6	-4	-12	0	-10
C/C(=N\NC(=O)C1CC1c1ccccc1)c1ccc(C)s1 (stereo not drawn)
 : 101	101	-12	-3	1.9	102	40	-6	-20	-4	-9
O=C(NNC(=S)Nc1ccc(Cl)cc1Cl)C1CC1
 : 98	101	-14	-1	0.0	101	-1	-1	-1	-6	-4
CC(CC(=O)Nc1ccncc1)c1ccccc1 (stereo not drawn)
 : 100	101	-1	-3	0.9	105	5	-1	0	-1	-4
CC(Sc1nnc(-c2cccs2)n1-c1ccccc1)C(=O)NCc1ccco1 (stereo not drawn)
 : 100	98	-2	-3	0.5	101	0	-3	-4	-3	-5
CCOc1ccc(NS(=O)(=O)c2cnc(Cl)c(Cl)c2)cc1
 : 103	100	-4	0	1.9	102	17	0	2	-2	2
CC1(C)CCCC2=C1CC1C(=O)N(O)C(=O)C1C2 (stereo not drawn)
 : 108	110	-10	-2	1.6	102	6	-8	-18	-5	-12
O=S(=O)(NCCSc1ccccn1)c1ccc(Br)cc1
 : 102	104	-3	-1	-0.2	104	0	-3	-7	0	-7
CNC(=S)N/N=C1\C(=O)c2cccc3cccc1c23
 : 100	97	0	0	-0.4	99	-1	0	4	-2	1
CC(Sc1ccc(Cl)cc1)C(=O)NCc1cccnc1 (stereo not drawn)
 : 83	86	-6	1	0.6	94	2	-3	-13	-2	-7
CN(C)CCCN1C(=O)C(O)=C(C(=O)c2cc3ccccc3o2)C1c1ccccc1 (stereo not drawn)
 : 104	101	-1	-10	18	115	0	-9	-4	-8	-7
COc1ccc(-n2c(CNC(=O)c3cc(OC)c(OC)c(OC)c3)n[nH]c2=S)cc1
 : 100	103	-13	0	-0.1	100	-1	-2	3	-1	-4
COC(=O)/C(=N/Nc1ccccc1C)Sc1nnc(C(O)c2ccccc2)n1-c1ccccc1 (stereo not drawn)
 : 102	102	-14	-9	0.6	100	6	-14	-6	-27	-4
Cc1c(NC(=O)Nc2ccccc2Cl)c(=O)n(-c2ccccc2)n1C
 : 85	91	-3	-7	0.3	98	1	0	-3	-1	-2
Cc1cc(C(F)(F)F)n(-c2nc(C(=O)O)cs2)n1
 : 104	108	-9	-2	2.2	115	7	-5	-9	-3	-6
O=C1CN(C(=O)COc2ccc(Br)cc2F)c2ccccc2N1
 : 100	102	-12	-6	0.4	104	30	-8	-4	-7	-8
COc1cccc(C(=O)N2CCC(O)(c3cccnc3)CC2)c1
 : 107	107	-1	-3	0.4	105	0	-3	-6	0	-6
Oc1ccc(-c2csc(-c3cccnc3)n2)c(O)c1
 : 93	?	0	1	-0.1	96	0	4	0	2	0
COc1cc(C(=O)N(CCCO)Cc2cc3ccc(C)c(C)c3[nH]c2=O)cc(OC)c1OC
 : 112	107	-7	0	0.7	110	2	-3	-12	-1	-9
O=C(COc1ccc2ccccc2c1)NNC(=O)c1cccs1
 : 100	98	-10	-8	-0.1	105	1	-13	-8	-8	-1
OC(CNCc1ccco1)Cn1c2ccc(Br)cc2c2cc(Br)ccc21 (stereo not drawn)
 : 100	100	0	2	0.1	102	0	0	0	0	-1
CCOC(=O)C1=C(C)NC(C)=C(C(=O)OCC)C1c1cc2ccc(C)cc2[nH]c1=O
 : 101	102	-2	-1	0.6	101	1	-3	-2	0	-3

As entered above.
In Bcl-XL Bim block, CN(C)CCCN1C(=O)C(O)=C(C(=O)c2cc3ccccc3o2)C1c1ccccc1 (stereo not drawn) shows -9
In Bim-Bcl-W, O=C1CN(C(=O)COc2ccc(Br)cc2F)c2ccccc2N1 shows -6

More compounds follow:
The line under a structure holds: RGS4-Gao reg	RGS7-Gao	Bim-Bcl-B	Bim-Bcl-W	ABCB1 inh	RGS8-Gao	ABCG2 block	Bcl-XL Bim block	Bim-Bfl-1	Bim-Mcl-1	Bim-Bcl-2
Cc1cc(C)cc(C(=O)NCC(=O)OCc2cc([N+](=O)[O-])cc3c2OCOC3)c1
 : 104	98	-9	-6	1.8	102	13	-6	-3	-7	-2
O=C(CSc1nccc(=O)[nH]1)Nc1ccccc1Sc1ccccc1
 : 102	99	-1	2	-0.1	99	0	0	-1	1	0
COC(=O)c1cccc(NC(=O)NC23CC4CC(CC(C4)C2)C3)c1
 : 100	102	1	12	0.0	102	2	1	-5	5	-2
O=C(Nc1c(C(=O)N2CCCCC2)cnn1-c1ccccc1)c1ccccc1
 : 98	100	-3	-1	1.6	100	4	2	-3	0	0
O=C(CCc1ccccc1)Nc1ccccc1
 : 101	104	-4	-3	0.1	106	4	-2	-6	0	-8
Cc1cc(NC(=O)COC(=O)COc2ccc(C(=O)c3ccccc3)cc2)no1
 : 101	100	0	-6	0.2	104	1	-9	1	-1	1
Cn1c(-c2cc3c(C(F)(F)F)nn(C)c3s2)n[nH]c1=S
 : 103	104	-18	0	-1.6	102	1	-4	-11	-4	-9
CC1(C)CC(=O)c2sc(NC(=O)c3ccc4ncsc4c3)nc2C1
 : 105	106	-10	0	0.0	102	1	-6	-10	-1	-6
O=C(CCNC(=O)Cn1ccc2ccccc2c1=O)NCCCN1CCN(c2ccc(F)cc2)CC1
 : 107	105	-2	-2	1.4	106	4	-1	-3	-4	-4
CCOC(=O)c1nn(-c2ccc(C)cc2)c2nc(Nc3ccccc3)cc(=O)n12
 : 98	97	-3	-5	1.5	97	24	-4	-1	-11	-4
CNC(=O)c1ccccc1NC(=O)c1c(O)c2c([nH]c1=O)CCCC2
 : 100	98	-7	-1	1.4	102	9	-1	-10	-2	-7
O=Cc1ccc(Sc2nnc(-c3ccccc3)o2)c([N+](=O)[O-])c1
 : 97	96	-35	3	-0.9	97	6	-7	-6	-130	-19
COc1ccc(CNC(=O)CCCNS(=O)(=O)c2cccc3nonc23)cc1
 : 100	98	-6	-1	0.1	100	0	4	-9	-1	-6
COc1ccc(CCN2CC(C(=O)NCCc3ccccc3)CC2=O)cc1OC (stereo not drawn)
 : 101	100	4	3	-1.4	102	11	3	0	5	1
CCn1c(SCC(=O)Nc2ccc(NC(C)=O)cc2)nnc1C1CC1
 : 103	102	-4	1	0.5	103	2	3	-8	2	-8
CCOc1cc(-c2noc(CCC(=O)N3CCOCC3)n2)ccc1OC
 : 101	105	1	0	0.2	102	1	0	1	1	-2
O=C(COC(=O)c1ccc(Sc2ccccc2)c([N+](=O)[O-])c1)NC1CCS(=O)(=O)C1 (stereo not drawn)
 : 100	104	-9	-7	-0.9	104	2	-8	2	-6	-6
COc1cc(NC(=O)CSc2nnnn2Cc2ccc3c(c2)OCO3)cc(OC)c1
 : 98	101	-4	3	0.1	98	0	-3	-6	0	-6
Oc1ccc(NC(=S)Nc2ccc(O)cc2)cc1
 : 101	105	-11	-3	0.1	100	0	-4	-7	-4	-5
O=C(C1CCN(S(=O)(=O)N2CCCCC2)CC1)N1CCCCC1
 : 86	93	-3	0	0.1	92	6	0	0	-2	0

3 records drawn at random from the list so far, as already listed:
The line under a structure holds: RGS4-Gao reg	RGS7-Gao	Bim-Bcl-B	Bim-Bcl-W	ABCB1 inh	RGS8-Gao	ABCG2 block	Bcl-XL Bim block	Bim-Bfl-1	Bim-Mcl-1	Bim-Bcl-2
CN(C)CCCN1C(=O)C(O)=C(C(=O)c2cc3ccccc3o2)C1c1ccccc1 (stereo not drawn)
 : 104	101	-1	-10	18	115	0	-9	-4	-8	-7
Cc1cc(NC(=O)COC(=O)COc2ccc(C(=O)c3ccccc3)cc2)no1
 : 101	100	0	-6	0.2	104	1	-9	1	-1	1
CCOc1cc(-c2noc(CCC(=O)N3CCOCC3)n2)ccc1OC
 : 101	105	1	0	0.2	102	1	0	1	1	-2
